Compound activity (PubChem)
Tb PYK inh: qHTS of Trypanosoma Brucei Inhibitors. pyruvate kinase (Trypanosoma brucei), Q57TT1. TbPYK enzyme, Kinase-Glo Plus ATP luminescence, 45 min. Potency, µM (titrated, usually from 76.8 µM), for the others: top-dose activity, negative = inhibition, most hits filed as inhibitors. 410,000 tested, 0.12% active; also: potency is read from the fitted curve at half-maximal effect; % is scaled to controls: 0 for no effect and ±100 for the full control effect; nearly all actives have a fitted effect of over 50% in size
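Luminescent Kinase-Glo Plus end-point after 45 min room-temperature reaction of T. brucei pyruvate kinase started with 130 uM ADP (final). Buffer TEA 50 mM pH 7.2 with KCl, MgCl2, BSA, Tween-20; titration-based qHTS with fitted concentration-effect curves.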
Pf growth 96h: Primary qHTS for delayed death inhibitors of the malarial parasite plastid, 96 hour incubation | P. falciparum luciferase reporter growth, 96 h | Potency, µM (series often up to 28.7 µM), inactives show at the top dose activity change, negative = inhibition, actives largely listed as inhibitors | 320,000 tested, 6.9% active | AID 504834, 2011; also: potency is read from the fitted curve at half-maximal effect; % is scaled to controls: 0 for no effect and ±100 for the full control effect
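Plates of compound plus infected erythrocytes (2% hematocrit, 0.05% parasitemia final) incubate 96 hours, 37 C, 5% CO2. Detection reagent added; reduced luminescence from the parasites' luciferase reporter flags inhibition.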
Shiga toxin inh: A qHTS for Small Molecule Inhibitors of Shiga Toxin | Vero cells, Shiga toxin protein synthesis inhibition reporter | inhibition, % at 38.7 µM | 290,000 tested, 9.2% active; in the data active = inhibition mostly above about 28%, no sharp cut-off; inactive = mostly below about 43%; also: 0% is about no effect
Pf growth 48h: Primary qHTS for delayed death inhibitors of the malarial parasite plastid, 48 hour incubation | 310,000 tested, 5.9% active | P. falciparum luciferase growth in erythrocytes, 48 h | Potency, µM (top dose mostly 28.7 µM), for the others: top-dose activity change, negative = inhibition, actives largely listed as inhibitors; also: potency is read from the fitted curve at half-maximal effect; % is scaled to controls: 0 for no effect and ±100 for the full control effect
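Luciferase-expressing parasites in RBCs, 2% Hct / 0.1% parasitemia final; RPMI 1640 + 0.5% Albumax; 37 C, 5% CO2, one generation; luminescence read-out, lower signal = inhibition.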
LmPK inh: qHTS Assay for Inhibitors of Leishmania Mexicana Pyruvate Kinase (LmPK); 290,000 tested, 0.37% active; Potency, µM (doses to about 57.5 µM), inactives show at the highest dose activity change, negative = inhibition, most hits filed as inhibitors; purified LmPK, Kinase-Glo ATP luminescence, 1 h; Q27686; also: potency is read from the fitted curve at half-maximal effect; % is scaled to controls: 0 for no effect and ±100 for the full control effect
Target sequence (Q27686 whole entry, looked up): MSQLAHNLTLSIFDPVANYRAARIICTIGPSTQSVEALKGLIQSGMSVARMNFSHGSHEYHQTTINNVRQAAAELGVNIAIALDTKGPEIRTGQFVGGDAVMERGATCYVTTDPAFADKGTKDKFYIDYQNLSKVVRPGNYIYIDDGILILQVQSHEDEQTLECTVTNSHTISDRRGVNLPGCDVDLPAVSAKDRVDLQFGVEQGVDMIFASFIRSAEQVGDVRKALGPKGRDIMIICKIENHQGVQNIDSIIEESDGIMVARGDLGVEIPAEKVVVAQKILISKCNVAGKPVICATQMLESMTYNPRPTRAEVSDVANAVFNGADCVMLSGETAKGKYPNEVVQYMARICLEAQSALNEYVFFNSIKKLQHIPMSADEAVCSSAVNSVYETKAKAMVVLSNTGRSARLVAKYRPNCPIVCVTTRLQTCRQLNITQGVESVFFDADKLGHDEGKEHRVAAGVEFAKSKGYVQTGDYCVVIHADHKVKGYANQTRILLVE
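Purified LmPK (0.1 nM) converted ADP (0.1 mM) to ATP with PEP (0.5 mM) in imidazole buffer pH 7.2 with KCl and MgCl2, 1 h at room temperature. ATP was read by Kinase-Glo luminescence; data normalized to uninhibited and no-enzyme controls.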
Cycloheximide cs: Cycloheximide Counterscreen for Small Molecule Inhibitors of Shiga Toxin; cell reporter, cycloheximide protein synthesis inhibition counterscreen; max response, %; 300,000 tested, 12% active; AID 2314, 2010; in the data active = max response mostly above about 13%, no sharp cut-off; inactive = mostly below about 14%; also: read at 38.3 µM for the half of the compounds with a filed dose; 0% is about no effect
AmpC no deterg: qHTS Inhibitors of AmpC Beta-Lactamase (assay without detergent); P00811; AmpC nitrocefin hydrolysis, absorbance 480 nm, 0.0001% Triton; Potency, µM (titrated, usually from 57.1 µM), without a hit: top-dose activity change, negative = inhibition, most hits filed as inhibitors; 330,000 tested, 0.52% active; AID 485341, 2010;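 also: potency is read from the fitted curve at half-maximal effect; plate controls were no compound for no effect and no enzyme for full effect; nearly all actives have a fitted effect of over 20% in size; some results filed as inactive show a strong effect at the top dose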
Target sequence (P00811 whole entry, looked up): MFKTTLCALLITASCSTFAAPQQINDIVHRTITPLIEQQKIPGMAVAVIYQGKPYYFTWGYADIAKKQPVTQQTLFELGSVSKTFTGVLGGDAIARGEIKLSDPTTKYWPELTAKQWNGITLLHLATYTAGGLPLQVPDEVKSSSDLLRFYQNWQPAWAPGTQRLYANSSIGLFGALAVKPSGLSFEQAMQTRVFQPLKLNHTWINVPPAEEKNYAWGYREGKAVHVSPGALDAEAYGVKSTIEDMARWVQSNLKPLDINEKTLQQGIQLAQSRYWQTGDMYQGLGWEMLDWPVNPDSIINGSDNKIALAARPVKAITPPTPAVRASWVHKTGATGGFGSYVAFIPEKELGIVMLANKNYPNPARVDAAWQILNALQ
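AmpC (5.3 nM in the dispensed reagent) in 20 mM phosphate pH 7.0 with 0.01% (detergent screen) or 0.0001% Triton X-100 was preincubated with compounds for 15 min at room temperature. Nitrocefin was then added from an 800 uM solution, and hydrolysis was followed at 480 nm.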
Active calls of the source: *; u = inconclusive; x = not tested or not shown; & = joins results of further samples; [ ] = remark or other dose. Unless noted, calls follow the shape of the dose curve; as a rule, active = well fitted curve in the direction sought with a large enough effect; inconclusive = small, poorly fitted or top-dose-only effect, or another doubt; inactive = no such curve, though single readings can be large; an effect the other way counts as inactive or inconclusive.

SMILES	Tb PYK inh	Pf growth 96h	Shiga toxin inh	Pf growth 48h	LmPK inh	Cycloheximide cs	AmpC no deterg
O=C(NC1CCCC1)C1C2C=CC(C2)C1C(=O)N1CCOCC1 (centres undefined)	-2.7%	9.28µM*	-4.3	10.0%	0.1%	-0.6	-13.8%
COc1ccc(C(=S)N2CCOCC2)cc1OC(=O)c1ccc(C)cc1	-6.4%	2.94µM*	-9.9	-17.6%	-1.4%	-5.4	93.1%[activator]
CN1CCc2c(sc(/N=C/c3cc(Cl)ccc3O)c2C#N)C1	-18.6%	-11.7%	101.1*	-11.4%	-11.9%	51.7*	-1.3%
COCCNC(=O)CCCn1c(=O)c2cc(OC)c(OC)cc2n(CC(=O)c2ccc(Cl)cc2)c1=O	x	-7.9%	7.5	7.2%	6.0%	-8.1	-12.8%
O=C(O)C1C2CCC(O2)C1C(=O)Nc1cccc(F)c1 (centres undefined)	x	x	11.0	25.7%	-1.3%	2.5	-2.2%
Cc1cc(C(=O)NCC(=O)OC(C(=O)Nc2cc(C(F)(F)F)ccc2Cl)c2ccccc2)ccc1[N+](=O)[O-] (centres undefined)	-10.2%	u	-2.2	x	0.6%	-2.5	-16.3%
CCN(CC)c1ccc(/C=N/Nc2nc3ccccc3[nH]2)cc1	-1.6%	2.62µM*	109.9*	1.85µM*	1.8%	37.4*	-40.2%
COc1cc(Cl)cc(C#N)c1OCC(=O)O	3.8%	222.7%[activator]	-6.6	-0.1%	-3.9%	-4.7	-3.6%
CCOC(=O)Cc1csc(NC(=O)c2ccc(Br)s2)n1	x	x	61.5*	36.1%[activator]	-10.5%	32.0*	-1.2%
CCCC(=O)OCC(=O)Nc1ccc2c(c1)OCO2	-3.9%	26.0%	29.1	0.0%	8.1%	15.2*	-29.0%
COCc1nnc(NC(=O)CCCCCN2C(=O)c3ccccc3C2=O)s1	-10.6%	x	-11.8	0.8%	-5.5%	-1.7	-13.3%
CC(C)C(=O)Nc1nnc(Cc2c[nH]c3ccccc23)s1	-2.0%	20.0%	25.4	10.4%	4.8%	9.0	-6.0%
Cc1cc(C)n(-c2cc(N3CCN(S(=O)(=O)c4ccc5ccccc5c4)CC3)ccc2[N+](=O)[O-])n1	5.3%	u	-8.1	u	0.5%	0.4	-4.3%
Nn1c(SCC(=O)NCc2ccccc2)nnc1C1CC1	1.5%	u	23.0	-7.2%	-1.0%	0.6	-32.6%
CCOc1cc(C(=S)N2CCOCC2)cc(Br)c1OS(=O)(=O)c1ccccc1	2.1%	u	-4.6	-52.8%	-0.3%	-2.2	20.9%
CC(C)/C(=N\NC(=O)Nc1ccccc1)c1ccccc1	1.3%	u	26.7	u	-1.5%	18.3	-1.4%
Cc1nn2c(NCC(C)C)c3c(nc2c1-c1ccccc1)CCC3	-14.9%	u	2.4	u	-0.4%	-3.2	-18.7%
CCCCNC(=O)CN(c1ccc(Cl)c(Cl)c1)S(C)(=O)=O	-1.1%	u	2.5	-13.6%	-2.5%	-2.3	-19.7%
CCCCOP(=O)(CN1CCOCC1)OCCCC	-13.7%	65.3%[activator]	-29.0	27.3%	11.6%	-3.7	12.6%
OC(c1cc(C(F)(F)F)nc2c(Cl)cc(Cl)cc12)C1CCCCN1 (centres undefined)	4.6%	0.0033µM*	-14.6	0.0131µM*	4.4%	-5.4	4.5%
CS(=O)(=O)Nc1ccccc1C(=O)c1ccccc1	-0.4%	2.3%	-20.8	9.0%	-11.3%	-2.5	-10.6%
O=C(N/N=C/c1ccc(O)cc1O)c1ccncc1	4.9%	11.7µM*	14.9	u	0.4%	2.4	-0.5%
Cc1c(NC(=O)CSc2nnc(-c3ccncc3)o2)c(=O)n(-c2ccccc2)n1C	-5.9%	5.8%	11.8	78.7%[activator]	-17.3%	1.7	-19.1%
CC(=O)N1CCN(CC(=O)Nc2ccc(C)c(F)c2)CC1	14.6%	u	-1.8	-12.4%[0.00184 µM]	-2.1%	-6.1	-2.0%
O=C(O)CS(=O)(=O)CC(=O)NCc1cccc(C(F)(F)F)c1	2.5%	26.5%	-12.5	15.3%	0.8%	0.8	-16.6%

Complete entries from above. Screens in order: Tb PYK inh | Pf growth 96h | Shiga toxin inh | Pf growth 48h | LmPK inh | Cycloheximide cs | AmpC no deterg
Cc1nn2c(NCC(C)C)c3c(nc2c1-c1ccccc1)CCC3 as listed: -14.9% | u | 2.4 | u | -0.4% | -3.2 | -18.7%
CC(C)C(=O)Nc1nnc(Cc2c[nH]c3ccccc23)s1 as listed: -2.0% | 20.0% | 25.4 | 10.4% | 4.8% | 9.0 | -6.0%

Part of the list above in order of molar mass, ascending.
SMILES	Tb PYK inh	Pf growth 96h	Shiga toxin inh	Pf growth 48h	LmPK inh	Cycloheximide cs	AmpC no deterg
COc1cc(Cl)cc(C#N)c1OCC(=O)O	3.8%	222.7%[activator]	-6.6	-0.1%	-3.9%	-4.7	-3.6%
CS(=O)(=O)Nc1ccccc1C(=O)c1ccccc1	-0.4%	2.3%	-20.8	9.0%	-11.3%	-2.5	-10.6%
O=C(O)C1C2CCC(O2)C1C(=O)Nc1cccc(F)c1 (centres undefined)	x	x	11.0	25.7%	-1.3%	2.5	-2.2%
Nn1c(SCC(=O)NCc2ccccc2)nnc1C1CC1	1.5%	u	23.0	-7.2%	-1.0%	0.6	-32.6%
O=C(O)CS(=O)(=O)CC(=O)NCc1cccc(C(F)(F)F)c1	2.5%	26.5%	-12.5	15.3%	0.8%	0.8	-16.6%
Cc1c(NC(=O)CSc2nnc(-c3ccncc3)o2)c(=O)n(-c2ccccc2)n1C	-5.9%	5.8%	11.8	78.7%[activator]	-17.3%	1.7	-19.1%

The list goes on.
SMILES	Tb PYK inh	Pf growth 96h	Shiga toxin inh	Pf growth 48h	LmPK inh	Cycloheximide cs	AmpC no deterg
C=CCN1C(C(=O)c2ccccc2)=C(OC(=O)COc2ccccc2)c2ccccc2S1(=O)=O	-8.7%	u	-0.2	-10.2%	0.2%	-1.3	-22.4%
N/C(=N\OC(=O)c1ccc(Cl)cc1Cl)c1ccc(Cl)cc1	3.1%	-94.1%	114.4*	347.3%[activator]	-13.0%	49.7*	-26.1%
COc1ccc(CNC(=O)C(c2cccs2)N(C(=O)c2csnn2)C2CC2)cc1 (centres undefined)	-6.7%	-20.0%	16.6	x	1.6%	-0.8	-8.1%
COC(=O)c1c(N)sc(Cc2ccccc2)c1C	-4.1%	u	-8.7	29.8%	-2.7%	5.6	-27.5%
O=C(C1CC(=O)N(c2ccc(F)cc2)C1)N1CCN(c2ccc(F)cc2)CC1 (centres undefined)	1.4%	u	2.7	-3.5%	2.1%	-1.6	74.9%[activator]
Cc1ccc(CN(Cc2ccc(C)o2)C(=S)NCC(=O)O)cc1	-12.1%	u	-6.8	5.3%	6.9%	-3.0	-9.0%
COc1cc(NC(=S)NC2CC(C)(C)NC(C)(C)C2)cc(OC)c1	3.2%	1.2%	-22.3	17.4%	0.3%	1.4	-45.9%
CCOc1cc(C(=O)NC(CC(=O)O)c2ccc(OC3CCCC3)cc2)cc(OCC)c1OCC (centres undefined)	5.0%	23.9%	-3.7	7.7%	0.0%	0.9	-8.4%
COc1cc(S(=O)(=O)NC2CCCC2)c(OC)cc1Cl	-0.8%	-49.7%	-7.0	x	-8.2%	-3.1	-9.7%
O=c1/c(=C/c2ccc(O)cc2)sc2n1CCCN=2	-25.7%	231.3%[activator]	103.9*	112.1%[activator]	-26.7%	21.1	-21.5%
COc1ccccc1N1CCN(C(=O)c2ccc3nc(-c4ccco4)c(-c4ccco4)nc3c2)CC1	u	x	22.2	u	8.6%	-3.3	174.8%[activator]
Cc1onc(-c2ccccc2Cl)c1C(=O)NC(=S)NCc1cccnc1	0.5%	u	-2.2	-59.6%	2.8%	-2.4	-15.6%[2.29 µM]
COc1cc(O)c2c(c1)OC(c1ccc(O)cc1)CC2=O (centres undefined)	0.4%	u	-7.7	u	5.3%	1.3	-37.4%
CCOC(=O)C(=O)Nc1nc(-c2ccc3c(c2)CCN3C(=O)C2CC2)c(C)s1	-2.6%	-24.6%	47.2	5.0%	-1.2%	19.9*	85.5%[activator]
CCOC(=O)c1cccc(NC(=O)CCn2nnc3ccccc32)c1	-1.8%	-3.0%[5.75 µM]	-4.2	u	0.5%	6.5	-17.7%
Fc1ccc(CN2CCC(Cc3ccccc3)CC2)cc1F	5.1%	u	-9.7	31.3%[activator]	-7.3%	-1.8	-20.8%
CCOC(=O)C1=C(C)N(C)C(C)=C(C(=O)OCC)C1c1ccccn1	3.9%	x	-1.3	u	-1.2%	-0.6	71.4%[activator]
C[C@H](C(=O)CC(=O)OC(C)(C)C)[C@H](O)c1ccc(C(F)(F)F)cc1	-0.8%	u	1.7	48.5%[activator]	3.9%	1.5	-0.1%
CCN(CC)CCNC(=O)c1cc2c(-c3cccc(OC)c3)nn(C)c2s1	2.5%&3.4%	u	2.8	1.47µM*	-8.9%	-1.1	46.9%
CCn1c(Cc2c(C)[nH]c3ccccc23)nnc1SCC(=O)NCc1ccccc1	-12.7%	u	-40.5	u	3.3%	-1.4	32.5%
COc1ccccc1C(=O)Nc1nnc(S(=O)(=O)N2CCN(c3ccc(F)cc3)CC2)s1	2.9%&2.2%	115.0%[activator]	8.8	-22.8%	-1.5%	5.9	-4.8%
CCC(C(N)=O)N1CCCC1=O (centres undefined)	7.1%	1.9%	-3.8	-0.2%	x	-4.4	x
CC1CC(C)CN(S(=O)(=O)c2cc3c(cc2Cl)NC(=O)CO3)C1 (centres undefined)	-4.9%	u	0.5	0.6%	-2.7%	-1.3	-24.8%
O=C(NC1CCCC1)C1CCN(C(=O)c2ccccc2Cl)CC1	-4.9%	1.6%	-10.5	4.0%	1.7%	-8.7	92.9%
CC1CN(S(=O)(=O)c2ccc(C(=O)Nc3nnc(-c4ccccn4)o3)cc2)CC(C)O1 (centres undefined)	0.8%	1.9%	-10.4	13.7%	8.5%[11.5 µM]	-3.8	-11.1%

Other entries follow.
SMILES	Tb PYK inh	Pf growth 96h	Shiga toxin inh	Pf growth 48h	LmPK inh	Cycloheximide cs	AmpC no deterg
CN(Cc1ccccc1F)C(=O)c1ccc(Oc2ccccc2)cc1	-7.0%	2.1%	19.5	5.9%	-9.4%	1.7	0.3%
O=C(CCCCCn1c(=S)[nH]c2cc3c(cc2c1=O)OCO3)N1CCN(C(=O)c2ccco2)CC1	0.0%	u	-3.3	u	-3.8%	-4.7	-1.2%
CNc1snc(C)c1C(=O)OCC(=O)c1cc(F)ccc1OC	-3.8%	u	x	u	x	x	-17.6%
O=c1[nH]ncn1-c1cccc(C(F)(F)F)c1	2.0%	10.2%	3.9	11.7%	0.7%	-3.2	1.3%
COc1cc(/C=N/Nc2cc(C)nc(NS(=O)(=O)c3ccccc3)n2)ccc1O	3.5%	-2.0%	3.5	9.9%	6.4%	1.4	-14.9%
O=C(Nc1ccc(Cc2ccncc2)cc1)c1ccc(N2CCOCC2)c([N+](=O)[O-])c1	-23.5%	17.7%	-11.5	5.9%	-0.1%	-3.4	40.9%
